# Screens from PubChem BioAssay.
# A3A deaminase: APOBEC3A ssDNA deaminase inhibitors, primary screen, selectivity assay for APOBEC3G inhibitor project, biochemical, FAM/TAMRA oligo cleavage fluorescence; DNA dC->dU-editing enzyme APOBEC-3A (Homo sapiens), P31941; recombinant A3A, FAM/TAMRA ssDNA deamination fluorescence; inhibition, % at 20 µM; actives 0.41% (n = 330,000);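 active means at least 40% inhibition at 20 µM here, with at most 30% in a related deaminase screen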;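 further: plate controls were A3A with DMSO for no effect and wells lacking A3A enzyme for full effect; some results filed as inactive read as strong as hits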
# Target sequence (P31941 whole entry, looked up): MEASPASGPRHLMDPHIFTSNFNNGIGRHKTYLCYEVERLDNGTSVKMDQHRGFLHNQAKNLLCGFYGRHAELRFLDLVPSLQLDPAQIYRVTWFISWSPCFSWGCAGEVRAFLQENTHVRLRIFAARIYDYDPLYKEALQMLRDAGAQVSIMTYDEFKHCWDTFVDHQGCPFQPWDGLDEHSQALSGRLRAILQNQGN
# NALP3 yeast inh: NALP3 inflammasome inhibitors in reconstituted yeast, primary screen, luminescence, uHTS. Yeast reconstituted NLRP3/ASC/caspase-1, beta-gal luminescence, 24 h. inhibition, % at 10 µM. actives 0.39% (n = 330,000). AID 2825, 2010;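 active means inhibition of 50% or more; inactive means inhibition below 50%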;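 further: plate controls were induced DMSO wells for no effect and uninduced yeast grown without galactose for full effect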
# APOBEC3G inh: APOBEC3G DNA deaminase inhibitors, primary screen, biochemical, fluorescence, single-stranded DNA substrate, uHTS | DNA dC->dU-editing enzyme APOBEC-3G (Homo sapiens), Q9HC16 | recombinant A3G, ssDNA deamination FAM/TAMRA fluorescence | inhibition, % at 20 µM | actives 0.28% (n = 330,000);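 active means inhibition of at least 40% at 20 µM, with no more than 30% in the related APOBEC3A deaminase screen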;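 further: plate controls were DMSO wells with A3G for no effect and wells lacking A3G enzyme for full effect; some compounds called inactive have numbers as strong as hits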
# Target sequence (Q9HC16 whole entry, looked up): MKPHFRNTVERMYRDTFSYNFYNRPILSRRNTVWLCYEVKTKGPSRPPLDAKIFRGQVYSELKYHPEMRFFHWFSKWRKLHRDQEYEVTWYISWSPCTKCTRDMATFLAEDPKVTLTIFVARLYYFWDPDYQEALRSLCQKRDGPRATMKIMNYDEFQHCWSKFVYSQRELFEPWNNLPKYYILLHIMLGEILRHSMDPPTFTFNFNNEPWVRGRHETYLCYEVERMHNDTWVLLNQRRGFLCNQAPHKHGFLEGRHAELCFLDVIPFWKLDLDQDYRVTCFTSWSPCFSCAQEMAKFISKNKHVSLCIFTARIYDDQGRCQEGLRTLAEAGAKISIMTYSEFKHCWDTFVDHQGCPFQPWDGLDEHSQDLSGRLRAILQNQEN
# TIM10 inh: growth inhibitors of isogenic TIM10 control yeast, primary screen, counter-screen for tim10-1 yeast inhibitor project, luminescence, uHTS; actives 1.4% (n = 330,000); inhibition, % at 10 µM; S. cerevisiae TIM10 strain growth, BacTiter-Glo luminescence, 24 h;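 active means inhibition of 40% or more at the single tested concentration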;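 further: wild-type TIM10 isogenic control strain grown at permissive 25 °C; 0% = DMSO yeast wells and 100% = minimal medium wells without yeast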
# beta cell repl: inducers of MIN6 beta-cell proliferation, primary screen, ATP luminescence, uHTS; AID 2380, 2010; MIN6 cells proliferation, ATPlite luminescence, 48 h; cells starved in 0.2% serum; 100% = growth in 10% serum; proliferation, % at 10 µM; actives 0.29% (n = 330,000);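 active means compounds whose signal lies at least 3.5 SD above the mean of all wells on their plate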;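 further: 0% = DMSO-treated cells in low-serum medium and 100% = 10% serum control; some compounds called inactive have numbers as strong as hits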
# hIAP inh: human IAP inhibitors, primary screen, biochemical, luminescence, uHTS; purified IAP, CDP-Star luminescence, 30 min; Intestinal-type alkaline phosphatase (Homo sapiens), P09923; actives 0.12% (n = 330,000); AID 2544, 2010; inhibition, % at 10 µM;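 active means inhibition reaching a set limit with compound at 10 µM in the primary screen, cut at about 35% in these data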;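 further: plate controls were DMSO wells with enzyme for no effect and no-enzyme buffer wells for full effect; values of inactives mirror those of a sister screen read the other way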
# mIAP act: activators of mouse IAP, primary screen, biochemical, luminescence, uHTS. intestinal alkaline phosphatase [Mus musculus]. AID 2805, 2010. muIAP, CDP-Star luminescence, 30 min; hits give high values; 1 = vehicle-only enzyme signal, 0 = enzyme-free wells. actives 0.24% (n = 330,000). activation factor at 10 µM;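 active means activation factor of at least 2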; further: the source names both 10 and 20 µM as test concentration; values of inactives mirror those of a sister screen read the other way
#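 System: Mouse IAP enzyme | Also added: CDP-Star substrate | Dosing: Compounds dispensed in DMSO | Schedule: 30 min enzyme-substrate-compound incubation at room temperature | Technique: Chemiluminescence readout | Control set: DMSO-only wells and no-enzyme negative control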
# mIAP inh: inhibitors of mouse IAP, primary screen, biochemical, luminescence, uHTS; intestinal alkaline phosphatase [Mus musculus]; purified mouse IAP, CDP-Star luminescence, 30 min; inhibition, % at 10 µM; actives 0.2% (n = 330,000); AID 2806, 2010;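 active means inhibition of at least 40% at 10 µM in the primary screen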;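 further: plate controls were DMSO with enzyme for no effect and no enzyme wells for full effect; values of inactives mirror those of a sister screen read the other way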
# tim10-1 inh: growth inhibitors of tim10-1 mutant yeast, primary screen, luminescence, uHTS; S. cerevisiae tim10-1 ts strain growth, BacTiter-Glo, 24 h; actives 2.2% (n = 330,000); inhibition, % at 20 µM; AID 463190, 2010;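 active means inhibition of at least 40%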;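 further: mutant grown at 25 °C; 0% = DMSO wells with yeast and 100% = wells holding no yeast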
# Active calls of the source: *.
SMILES,A3A deaminase,NALP3 yeast inh,APOBEC3G inh,TIM10 inh,beta cell repl,hIAP inh,mIAP act,mIAP inh,tim10-1 inh
COC(=O)C(C(=O)OC)C(c1ccccc1)C(C(=O)c1ccccc1)[N+](=O)[O-] (stereo not given),-2,-4,6,-12,-2,-26,1.1,-9,23
COc1ccc(-c2nc(NC(=O)C3=NN(c4cccc(C)c4)C(=O)CC3)sc2C)cc1,0,22,-3,6,-3,-10,0.9,10,-16
CN(Cc1ccc(F)cc1)C(=O)c1ccc(NS(=O)(=O)c2ccc3[nH]c(=O)[nH]c3c2)cc1,4,12,-4,9,3,4,0.95,5,8
Cc1ccc(C2=NNC(C(O)C(O)C(O)CO)S2)cc1 (stereo not given),-2,-7,-6,4,5.8*,-2,0.88,12,9
O=C(CCC1CCCN(C(=O)c2ccco2)C1)NCc1ccccc1F (stereo not given),-7,1,-3,-29,-3,-8,1.2,-15,1
Cc1ccc(OCCN2C(=O)S/C(=C\c3ccc(C)o3)C2=O)cc1,6,16,-4,24,-3,9,0.81,19,22
CC(/C=C1\SC(=S)N(CC(=O)O)C1=O)=C\c1ccccc1,4,1,0,13,1,10,0.97,3,15
CCC1Sc2ccc(S(=O)(=O)CCC(=O)Nc3cccc(Br)c3)cc2NC1=O (stereo not given),1,14,-2,6,-1,-37,1,-2,13
CCN(CC)c1ccc(NC(=O)c2ccc(=O)[nH]c2)cc1S(=O)(=O)Nc1ccccc1OC,-1,9,56*,9,-1,-7,0.99,1,1
O=C(Nc1c2c(nn1-c1ccc(F)cc1)CSC2)c1ccc(S(=O)(=O)N2CCOCC2)cc1,0,7,-3,23,-2,4,0.85,15,12
CCOc1ccc(CCNC(=O)c2ccc3ccccc3n2)cc1OCC,-1,24,-11,2,-1,-42,1,-3,14
O=C(NC12CC3CC(CC(C3)C1)C2)c1cnccn1,-4,24,-7,2,-2,-10,0.84,16,14
Cc1ccc(OCCCCn2cnc3ccccc32)c(C)c1,-6,21,-6,-10,-6,-3,0.98,2,7
O=C(CN1CCC(NC(=O)c2ccccc2Cl)CC1)NCc1ccccc1,-2,0,-9,-2,-1,-23,1,-3,-22
COc1ccc(N(CC(=O)N2CCN(C)CC2)S(=O)(=O)c2ccccc2)cc1,-3,-6,-3,15,0,-6,0.99,1,10
COc1ccc(Nc2nnc(SCc3cn4c(C)cccc4n3)s2)cc1,3,12,-6,-5,0,10,1.1,-7,17
CC(C)CCNC(=O)C(=O)Nc1cc2c3c(c1)CCC(=O)N3CCC2,0,6,-3,-19,0,-17,1,0,37
O=CN1CCN(C(=O)c2ccccc2F)CC1,-2,7,-2,-5,5,-12,0.89,11,2
CCc1nc2n[nH]c(N)c2c2c1CCCC2,-5,8,-4,3,-1,-11,0.99,1,10
O=C(CN1CCN(S(=O)(=O)c2cccc(F)c2)CC1)NCC1(N2CCOCC2)CCCCC1,4,16,-8,12,2,2,1,-3,-6
CCOc1ccc(N(CC(=O)NCc2ccc(Cl)cc2)S(=O)(=O)c2ccccc2)cc1,-2,16,-2,-16,0,-22,1.2,-17,7
CCC(=O)c1ccc(N2CCCCCC2)c(F)c1,0,22,0,-24,-6,-13,1,-4,-1
COc1ccccc1N1CCN(Cc2ccc(C(=O)O)cc2)CC1,-1,19,13,12,-1,0,1.1,-8,5
Cc1nn(C)c(C)c1S(=O)(=O)N(CC(=O)Nc1ccccn1)c1ccc(C(C)C)cc1,-1,11,-6,1,-2,8,1,-2,-9
N=c1oc2ccccc2cc1C(=O)NC1CCCCCC1,4,22,0,18,-1,-10,1,-4,35

# Entries of single compounds as entered above. Order of screens: A3A deaminase | NALP3 yeast inh | APOBEC3G inh | TIM10 inh | beta cell repl | hIAP inh | mIAP act | mIAP inh | tim10-1 inh
# `O=C(CCC1CCCN(C(=O)c2ccco2)C1)NCc1ccccc1F` (stereo not given) as listed: -7 | 1 | -3 | -29 | -3 | -8 | 1.2 | -15 | 1
# `Cc1nn(C)c(C)c1S(=O)(=O)N(CC(=O)Nc1ccccn1)c1ccc(C(C)C)cc1` as listed: -1 | 11 | -6 | 1 | -2 | 8 | 1 | -2 | -9

# (list continues)
SMILES,A3A deaminase,NALP3 yeast inh,APOBEC3G inh,TIM10 inh,beta cell repl,hIAP inh,mIAP act,mIAP inh,tim10-1 inh
c1ccc2nc(-c3ccc(-n4ccnc4)cc3)ccc2c1,-2,22,-4,5,-2,-19,0.91,9,19
O=C(CSc1nc2nn(-c3ccccc3)c(=O)c-2c2n1CCCCC2)Nc1ccc(F)c(F)c1,-1,27,-6,0,-6,6,0.89,11,10
CCCN(CCC)C(=S)NC(=O)c1ccc(Cl)cc1Cl,-6,13,-8,40*,2,5,1,-4,54*
Cn1cc([N+](=O)[O-])c(C(=O)Nc2cc(Oc3cccnc3)cc([N+](=O)[O-])c2)n1,1,12,-4,-15,-1,-6,0.94,6,0
CCOc1ccc(CN2CCN(S(=O)(=O)c3ccc(NC(C)=O)cc3)CC2)cc1,-1,11,-4,12,-1,-4,1.1,-8,8
Cc1noc(-c2ccccc2OC(=O)c2ccccc2)n1,-1,4,-4,6,-1,-14,1.1,-9,16
Fc1ccc(Sc2nc(-c3ccccc3)nnc2C(F)(F)F)cc1,-1,16,-2,0,-4,-24,0.83,17,60*
CCN(CC)S(=O)(=O)c1ccc(N/N=C(\C)c2ccncc2)c([N+](=O)[O-])c1,1,3,-1,-34,0,20,0.85,15,-5
O=C(NCc1cccnc1)c1cnn2ccccc12,-4,11,-8,-6,1,14,0.96,4,-21
COc1ccc(/C=C(/NC(=O)c2ccccc2)C(=O)N/N=C/c2cccs2)cc1OC,-2,10,-1,7,-3,32,1,0,7
COc1nc(Cl)cn(-c2ccc(Cl)cc2)c1=O,5,16,1,9,0,-38,1,-3,21
O=C(N/N=C/c1cccc([N+](=O)[O-])c1)c1ccc(CN2CCOCC2)cc1,1,22,-1,8,-3,4,0.99,1,22
O=C(CCC1CCCC1)Nc1cccn(Cc2ccccc2Br)c1=O,1,9,-3,27,-2,-3,0.97,3,-5
COc1cccc(C2=CC(c3cccs3)n3nnnc3N2)c1 (stereo not given),0,-4,-7,30,-6,19,0.93,7,27
Cc1ccc(-c2nn(-c3cccc(F)c3)cc2CN2CCN(c3ccccn3)CC2)o1,-2,8,0,38,-5,-12,0.99,1,20
CCc1ccc2[nH]c(=O)c(CN(CC3CCCO3)C(=S)NCc3ccco3)cc2c1 (stereo not given),0,10,-2,18,-5,20,0.84,16,25
COc1ccc(-c2cc(C)no2)cc1S(=O)(=O)N(C)c1ccc(C)c(C)c1,-5,17,-6,-29,-6,-32,1,0,29
COc1ccc(CC(=O)OCC(=O)NC2CCCCC2)cc1OC,-4,10,-4,-2,-2,12,1,0,10
COc1ccc(CNC(=O)Cn2ccc(N)nc2=O)cc1,1,25,-9,-4,-3,-6,0.97,3,2
Cc1nnnn1CC(=O)Nc1ccccc1[N+](=O)[O-],5,6,-2,-4,0,-10,1,-4,1
COc1ccc(CCNC(=O)c2cccc(NC3=NC4CS(=O)(=O)CC4S3)c2)c(OC)c1 (stereo not given),-3,-8,-8,4,-3,-6,1.2,-16,-2
O=C(COC(=O)c1cc(Cl)ccc1[N+](=O)[O-])Nc1cccc2ccccc12,0,12,-3,38,0,18,0.92,8,47*
Cc1cc(C(=O)OCC(=O)NCCc2ccccc2)c2ccccc2n1,-2,12,-2,-3,6,10,1,-1,-3
CC(C)C1(C)C(=O)N=C2c3ccccc3C(=O)N21 (stereo not given),-1,1,-2,-13,2,12,1,-3,3
CCOC(=O)c1sc(NC(=O)CSc2nnc(-c3ccc(OC)cc3)n2CCOC)nc1C,2,14,4,11,-2,-21,0.93,7,21
# Next records follow.
SMILES,A3A deaminase,NALP3 yeast inh,APOBEC3G inh,TIM10 inh,beta cell repl,hIAP inh,mIAP act,mIAP inh,tim10-1 inh
COCCN(C(=O)COc1ccc(Cl)cc1)c1nnc(-c2cccnc2)s1,-2,18,-2,-19,1,-14,1,0,-34
CCCCOCCCNS(=O)(=O)Cc1ccccc1,-2,12,-3,12,-2,8,0.98,2,18
COc1ccccc1OCc1nc(C#N)c(N2CC(C)CC(C)C2)o1 (stereo not given),5,23,-4,14,1,-23,1,-2,28
CC1CCc2c(sc3nc4n(c(=O)c23)CCS4)C1 (stereo not given),0,12,1,30,3,2,1,-1,41*
COC(=O)/C=C1\C(=O)N(c2nc3ccc(OC)cc3s2)C(=S)N1c1ccc(F)cc1,3,-4,-4,9,-3,16,0.85,15,24
CC(C)c1ccc(-n2nnnc2SCC(=O)NC2CC2)cc1,-2,25,-9,-8,1,12,0.95,5,3
COc1ccc(-n2c(SCC(=O)NCc3ccco3)nnc2-c2c[nH]c3ccccc23)cc1,-2,8,-3,-10,-1,17,1.3,-27,8
Clc1ccc(-c2cn(-c3ccccc3)c3[n+]2CCS3)cc1,-1,6,-6,11,-5,-13,0.98,2,-12
CCOc1ccc(NC(=O)CC2Nc3ccccc3NC2=O)cc1 (stereo not given),-3,3,-12,3,0,4,0.93,7,-36

# A few values from the list:
# COCCN(C(=O)COc1ccc(Cl)cc1)c1nnc(-c2cccnc2)s1 in mIAP inh is listed with 0
# Clc1ccc(-c2cn(-c3ccccc3)c3[n+]2CCS3)cc1 in TIM10 inh is listed with 11

# Sorted by the number under APOBEC3G inh (falling): some entries from above
smiles | APOBEC3G inh
O=C(CCC1CCCC1)Nc1cccn(Cc2ccccc2Br)c1=O | -3
Cc1noc(-c2ccccc2OC(=O)c2ccccc2)n1 | -4
CCCN(CCC)C(=S)NC(=O)c1ccc(Cl)cc1Cl | -8

# Structural class, the entries above containing an NH in an aromatic ring (five)
SMILES,A3A deaminase,NALP3 yeast inh,APOBEC3G inh,TIM10 inh,beta cell repl,hIAP inh,mIAP act,mIAP inh,tim10-1 inh
CN(Cc1ccc(F)cc1)C(=O)c1ccc(NS(=O)(=O)c2ccc3[nH]c(=O)[nH]c3c2)cc1,4,12,-4,9,3,4,0.95,5,8
CCN(CC)c1ccc(NC(=O)c2ccc(=O)[nH]c2)cc1S(=O)(=O)Nc1ccccc1OC,-1,9,56*,9,-1,-7,0.99,1,1
CCc1nc2n[nH]c(N)c2c2c1CCCC2,-5,8,-4,3,-1,-11,0.99,1,10
CCc1ccc2[nH]c(=O)c(CN(CC3CCCO3)C(=S)NCc3ccco3)cc2c1 (stereo not given),0,10,-2,18,-5,20,0.84,16,25
COc1ccc(-n2c(SCC(=O)NCc3ccco3)nnc2-c2c[nH]c3ccccc23)cc1,-2,8,-3,-10,-1,17,1.3,-27,8
